Screening results (PubChem BioAssay)
BCR signal inh: qHTS Assay to Find Inhibitors of Chronic Active B-Cell Receptor Signaling. ABC-DLBCL IkBa-CBG/CBR reporter, luminescence ratio, 4 h. Potency, µM (series often up to 46.1 µM), inactives show at the top dose ratio change, negative = lower green/red ratio, most hits filed as inhibitors. actives 0.05% (n = 340,000). AID 493014, 2011; active = well fitted inhibition curve with a large enough effect in the signal ratio, with a control signal flat, not every such curve was filed as active; inconclusive = small, poorly fitted or top-dose-only effect, or effect the other way, or a change in a side signal; the % refers to the signal ratio;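 also: potency is read from the fitted curve at half-maximal effect; plate controls were basal doxycycline-induced cells for no effect and cells given 10 µM MG132 for full effect; MG132 reads +100%, hits lower the ratio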
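TMD8 human ABC-DLBCL cells with doxycycline-inducible IκBα–green luciferase fusion and unfused red luciferase, in 0.5% FBS medium; compounds up to 46 uM, 4 h at 37C. Green/red luminescence ratio, filter-overlap corrected, fitted to concentration-response curves.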
FBPA coupling cs: qHTS Assay for Inhibitors of Fructose-1,6-bisphosphate Aldolase from Giardia Lamblia: Coupling assay counterscreen; coupling enzyme system counterscreen, AmpLite Red fluorescence; AID 2472, 2010; actives 0.67% (n = 290,000); activity change, negative = inhibition, % at 58.2 µM, hits read low; in the data active = activity change below about -30%
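Compounds tested against the coupling enzymes alone at 57.5 uM final; readout was AmpLite Red fluorescence (525/598 nm) after 20 min at RT.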
USP2a inh: qHTS Assay for Inhibitors of Ubiquitin-specific Protease USP2a Using CHOP2 as the Reporter; USP2 core, Ub-CHOP2 coupled fluorogenic reporter, 485/531; AID 463254, 2010; Potency, µM (titrated, usually from 38.3 µM), for inactives: at the highest dose activity change, negative = inhibition, actives largely listed as inhibitors; Ubiquitin carboxyl-terminal hydrolase 2 (Homo sapiens), O75604; actives 0.01% (n = 330,000);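 also: potency is read from the fitted curve at half-maximal effect; plate controls were DMSO wells for no effect and full inhibition by NEM control for full effect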
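Cell-free coupled assay: 10nM USP2 core preincubated 30min RT with compound in Tris-HCl pH 8.0/CaCl2/CHAPS buffer, then 25nM Ub-CHOP2 and 25nM reporter substrate; fluorescence (Ex 485/Em 531) read after 60min RT, normalized to NEM inhibition, concentration-response curves fitted.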
B2AR arrestin: qHTS assay of beta-arrestin-biased ligands of beta2-adrenergic receptor; Beta-2 adrenergic receptor (Homo sapiens), P07550; beta-arrestin recruitment to beta2AR, cell-based reporter; Potency, µM (titrated, usually from 46.1 µM), for the others: at the top dose activation, hits mostly activators; actives 0.02% (n = 330,000);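 also: potency is read from the fitted curve at half-maximal effect; 0% = DMSO controls and full agonism = EC100 isoproterenol or metaproterenol; nearly all actives have a fitted effect of over 65% in size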
Target sequence (P07550 whole entry, looked up): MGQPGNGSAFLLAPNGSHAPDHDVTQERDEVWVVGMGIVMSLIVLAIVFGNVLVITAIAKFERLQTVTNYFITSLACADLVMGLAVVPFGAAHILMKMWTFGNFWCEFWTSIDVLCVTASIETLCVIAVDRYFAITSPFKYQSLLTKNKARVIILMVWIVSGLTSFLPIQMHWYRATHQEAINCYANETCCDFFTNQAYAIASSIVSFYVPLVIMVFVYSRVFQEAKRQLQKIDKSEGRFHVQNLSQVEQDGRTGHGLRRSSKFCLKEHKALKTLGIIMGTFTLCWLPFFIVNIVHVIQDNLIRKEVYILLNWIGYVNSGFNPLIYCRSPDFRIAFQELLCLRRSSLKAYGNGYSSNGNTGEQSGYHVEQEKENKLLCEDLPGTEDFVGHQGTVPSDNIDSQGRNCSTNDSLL
Eya2 inh: qHTS Assay for Inhibitors of the Phosphatase Activity of Eya2. Protein phosphatase EYA2 (Homo sapiens), O00167. recombinant Eya2, OMFP fluorescence dephosphorylation (OMFP is methylfluorescein phosphate). Potency, µM (top dose mostly 76.9 µM), for inactives: at the top dose activity, negative = inhibition, actives largely listed as inhibitors. actives 0.006% (n = 330,000). AID 488837, 2010; also: potency is read from the fitted curve at half-maximal effect
Target sequence (O00167 whole entry, looked up): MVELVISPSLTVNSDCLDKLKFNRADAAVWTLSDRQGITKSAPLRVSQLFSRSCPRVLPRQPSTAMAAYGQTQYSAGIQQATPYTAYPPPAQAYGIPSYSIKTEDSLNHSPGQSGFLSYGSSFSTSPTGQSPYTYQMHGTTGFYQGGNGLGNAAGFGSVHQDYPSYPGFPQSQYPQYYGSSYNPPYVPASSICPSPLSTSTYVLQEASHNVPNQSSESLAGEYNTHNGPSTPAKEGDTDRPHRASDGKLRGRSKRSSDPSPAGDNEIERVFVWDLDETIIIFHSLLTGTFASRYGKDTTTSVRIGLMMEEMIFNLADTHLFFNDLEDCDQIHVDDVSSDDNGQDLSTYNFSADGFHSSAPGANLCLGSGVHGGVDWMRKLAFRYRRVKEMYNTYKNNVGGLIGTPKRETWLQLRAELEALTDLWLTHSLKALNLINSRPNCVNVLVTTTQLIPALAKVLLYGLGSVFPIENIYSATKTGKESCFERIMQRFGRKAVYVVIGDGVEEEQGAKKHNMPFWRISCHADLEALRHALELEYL
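Eya2 (0.2 uM) preincubated 10 min at ambient with compound, then OMFP substrate added at 50 uM; 10 min reaction in 50 mM HEPES pH 7.5, 50 mM NaCl, 5 uM MgCl2, 0.05% BSA, 1 mM DTT. Fluorescence read at Ex 485/Em 525 nm.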
Giardia kill: Small Molecules that selectively kill Giardia lamblia: qHTS. Giardia lamblia trophozoite viability. activity change, % at 7.66 µM, hits read low. actives 0.15% (n = 340,000). AID 540267, 2011; in the data active = activity change below about -80%; inconclusive = between about -30% and that limit;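 also: parasites exposed to compound for two days anaerobically before the ATP read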
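Media and compound were dispensed first, then trophozoites at 100 cells/well; plates sat 48 hrs at 37 deg C without oxygen before ATP luminescence reagent was added and read after 15-30 min at room temperature.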
KCNH2 3.1 block: qHTS for Inhibitors of KCHN2 3.1: Mutant qHTS; Potassium voltage-gated channel subfamily H member 2, brain isoform KCNH2 3.1 (human); U2OS KCNH2 3.1, thallium flux FluxOr; hits give low values; activity change, % (tested at about 1.8 µM); actives 0.95% (n = 340,000); AID 720553, 2013;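 active = maximum activity change below -70%; inconclusive = maximum activity change from -70% to -50%; inactive = maximum activity change above -50%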;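 also: thallium influx rate constant from kinetic fluorescence after stimulation buffer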
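Normalized rate constant (relative to positive and negative DMSO controls) derived from a 2 min kinetic fluorescence read after stimulation; U2OS cells expressing the 3.1 isoform via virus at 1.77 x 10^8 /mL.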
GALK inhibitor: qHTS Assay for Inhibitors of Human Galactokinase (GALK). actives 0.007% (n = 270,000). Purified GALK, Kinase-Glo residual ATP luminescence. AID 1868, 2009. Potency, µM (highest dose often 57.5 µM), inactives show at the top dose activity change, negative = inhibition, hits mostly inhibitors. P51570; also: potency is read from the fitted curve at half-maximal effect
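Luminescence from leftover ATP (Ultra-Glo luciferase/luciferin) served as read-out after a 1 h room-temperature reaction of 5 nM GALK with 35 uM ATP and 100 uM galactose.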
PKM2 act: qHTS Assay for Activators of Human Muscle isoform 2 Pyruvate Kinase | Pyruvate kinase PKM (Homo sapiens), P14618 | purified PKM2, Kinase-Glo ATP luminescence, activation; response scale: 0% is enzyme alone, no compound | Potency, µM (doses to about 57.5 µM), without a hit: at the top dose activation, actives largely listed as activators | actives 0.34% (n = 260,000); also: potency is read from the fitted curve at half-maximal effect; nearly all actives have a fitted effect of over 55% in size
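ATP formation by purified human PK-M2, quantified via coupled luciferase luminescence after 1 h at room temperature with 0.1 mM ADP and 0.5 mM PEP final.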
uPA surface inh: qHTS for Inhibitors of Cell Surface uPA Generation; AID 540303, 2011; cell surface uPA generation assay, qHTS; Potency, µM (top dose mostly 38.3 µM), for inactives: at the top dose activity change, negative = inhibition, usual class: inhibitors; actives 0.31% (n = 330,000); active = well fitted inhibition curve with a large enough effect; inconclusive = small, poorly fitted or top-dose-only effect; inactive = no such curve, though single readings can be large or run the other way; tested in mouse RAW 264.7 cells; also: potency is read from the fitted curve at half-maximal effect; nearly all actives have a fitted effect of over 55% in size
KCNH2 WT inh: qHTS for Inhibitors of KCHN2 3.1: Wildtype qHTS; Voltage-gated inwardly rectifying potassium channel KCNH2 (Homo sapiens), Q12809; U2OS, BacMam KCNH2, thallium flux FluxOr; hits give low values; activity change, % at 1.84 µM; actives 0.37% (n = 340,000); AID 720551, 2013;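 active = maximum activity change below -70%; inconclusive = maximum activity change between -70% and -50%; inactive = maximum activity change above -50%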
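U2OS cells transduced with wild-type KCNH2 virus are loaded with FluxOr dye for 45 min, and thallium flux is measured in kinetic reads before and after stimulation buffer. Rate constants are normalized to DMSO controls.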
* hit, by the source's call; ? = inconclusive; nt = not tested or not shown; [ ] = another dose, or the depositor's remark. Unless noted, calls follow the shape of the dose curve; as a rule, active = well fitted curve in the direction sought with a large enough effect; inconclusive = small, poorly fitted or top-dose-only effect, or another doubt; inactive = no such curve, though single readings can be large; an effect the other way counts as inactive or inconclusive. Unless noted, % is scaled to controls: 0 for no effect and ±100 for the full control effect.

SMILES	BCR signal inh	FBPA coupling cs	USP2a inh	B2AR arrestin	Eya2 inh	Giardia kill	KCNH2 3.1 block	GALK inhibitor	PKM2 act	uPA surface inh	KCNH2 WT inh
CC(NC(=O)COC(=O)Cc1ccc(Cl)cc1)c1ccccc1 (configuration not stated)	1.3%	nt	0.1%	0.5%	-0.3%	3.1	14.7	nt	nt	-2.5%	0.0
O=C(Cc1ccccc1)N/N=C/c1cc(Br)c(Br)o1	?	0.1	-1.8%	0.1%	4.0%	5.2	-4.0	-2.8%	5.3%	nt	-9.9
CC1(c2ccccc2)CC(C)(C)n2c(O)c(C3=NC(=S)NC3=O)c3cccc1c32 (configuration not stated)	2.2%	1.5	-0.4%	0.3%	-1.1%	0.3	18.0	0.5%	15.6%	9.2%	21.8
N/C(=N\OC(=O)CSc1ccccc1)c1cccc([N+](=O)[O-])c1	?	-1.6	0.0%	2.7%	-1.9%	0.2	-21.9	0.3%	4.8%	6.5%	0.6
O=C(/C=C/c1ccc([N+](=O)[O-])o1)NNC(=O)c1ccc(F)cc1	?	nt	0.1%	-0.7%	-9.4%	2.2	-3.8	4.9%	-6.1%	-0.3%	-5.1
O=C(NN1C(=O)C2C3c4ccccc4C(c4ccccc43)C2C1=O)C1CC1 (configuration not stated)	-1.1%	-1.1	-0.2%	0.1%	-1.6%	3.0	21.0	-1.4%	-3.5%	1.3%	-12.0
Cc1c(C)n(CC(O)CN2CCCCCC2)c2ccccc12 (configuration not stated)	?	-0.7	3.1%	-0.7%	7.0%	35.2[activator]	-10.5	-1.5%	-0.2%	0.1%	0.7
Cc1cc(C)c(C(=O)Nc2ccc(S(=O)(=O)Nc3ccccn3)cc2)c(C)c1	-0.1%	0.9	-0.7%	0.2%	?	-15.9	1.3	14.2%	8.1%	2.3%	-0.8
CSCC[C@H](NC(=O)N1CCn2c1nc1ccccc12)C(=O)N[C@@H](C(=O)O)c1ccccc1	-0.5%	0.4	0.3%	-0.6%	6.1%	-6.8	3.0	nt	-1.1%	7.8%	2.2
Nc1ccc(NC(=O)c2cccs2)cc1	?	1.6	1.2%	-0.2%	0.0%	4.0	-8.5	2.9%	0.3%	-24.9%	4.9
CC(=O)c1c(C)[nH]c(C(=O)COC(=O)COc2ccccc2F)c1C	5.7%	nt	0.4%	-0.2%	-7.2%	-15.2	20.8	nt	nt	4.4%	4.6
CCN1CCN(c2ncnc3c2c(-c2ccccc2)cn3-c2ccc(F)cc2)CC1	5.9%	-1.8	9.4%	-0.2%	17.7%	-4.8	-43.7	0.3%	8.7%	0.5%	-0.3
Cc1cc(-c2ccc(Cl)cc2)c(C#N)c(N)n1	-1.2%	-1.0	1.7%	0.1%	1.8%	-3.2	-21.2	-0.9%	-1.2%	-6.9%	4.4
C=CCn1c(SCC(=O)c2c(N)n(C)c(=O)n(C)c2=O)nc2sc(CC)cc2c1=O	4.4%	0.8	1.7%	0.6%	1.0%	14.8	2.3	-4.9%	-0.4%	-0.6%	2.8
Oc1ccc(Br)cc1CNn1cnnc1	-7.2%	-4.4	3.8%	-0.4%	2.0%	-0.3	0.4	-4.9%	?	-5.2%	-3.0
O=C(c1cccc([N+](=O)[O-])c1)c1ccc2[nH]c(=O)[nH]c2c1	?	-0.3	0.7%	-0.1%	-2.6%	-20.1	-11.5	15.0%	1.4%	-1.7%	3.0
COCc1[nH]nc2c1C(c1ccsc1)C(C#N)=C(N)O2 (configuration not stated)	?	-1.5	-1.9%	-0.7%	2.1%	-11.1	-4.3	0.4%	1.3%	-7.9%	-33.7
O=C(Nc1sc2c(c1C(=O)O)CCCC2)c1cccc(Cl)c1	?	-16.6	-5.1%	0.0%	-28.4%	43.1[activator]	9.1	nt	nt	?	9.6
CCN(c1ccccc1)S(=O)(=O)c1ccc(Cl)c(C(=O)OCC(=O)NC(=O)C(C)C)c1	0.2%	2.4	-1.8%	0.1%	-27.6%	-5.9	-9.1	10.5%	-9.0%	8.5%	5.9
O=C(COc1ccc2ccccc2c1)Nc1cccc2c1C(=O)NC2=O	1.0%	2.8	0.4%	-0.1%	-5.3%	nt	nt	3.5%	-4.7%	nt	nt
Nc1cc(=O)[nH]c(SC/C=C/c2ccccc2)n1	-6.9%	0.6	0.2%	-0.6%	-5.9%	3.8	-2.1	-1.7%	-5.9%	-7.6%	-6.5
COc1cc(NC(=O)CCc2nc(-c3cccs3)no2)cc(OC)c1OC	0.3%	-0.7	5.2%	-0.1%	-3.1%	-19.3	1.7	-0.4%	?	-0.9%	-2.2
COC(=O)Cn1c(=NC(=O)CSCC(=O)NC2CCCCC2)sc2cc(OC)ccc21	?	0.0	-2.7%	0.2%	5.3%	16.9	-8.1	-2.4%	1.7%	-10.4%	11.5
O=C(c1ccccc1)N1CCN(C2CC(=O)N(CCc3ccccc3)C2=O)CC1 (configuration not stated)	-0.5%	-3.1	-0.2%	-0.4%	8.7%	-2.8	-15.3	3.5%	-9.7%	-5.0%	27.7
O=C(Nc1cccc(O)c1)c1cc(-c2cccs2)on1	?	-0.6	0.4%	-0.2%	-8.1%	-17.3	-4.9	-0.8%	-7.6%	-2.4%	2.3
SMILES	BCR signal inh	FBPA coupling cs	USP2a inh	B2AR arrestin	Eya2 inh	Giardia kill	KCNH2 3.1 block	GALK inhibitor	PKM2 act	uPA surface inh	KCNH2 WT inh
CCN(C(=O)C1CCCN1S(=O)(=O)c1cccc2nsnc12)c1ccccc1 (configuration not stated)	?	0.0	9.0%	0.3%	-4.0%	6.8	-0.4	nt	4.0%	15.6%	18.1
Brc1ccccc1-c1nnc(SCc2nc3ccccc3s2)o1	?	3.5	3.0%	0.4%	1.7%	2.2	1.5	3.9%	-23.7%	-11.4%	3.1
O=C(NCCN1CCOCC1)c1cc([N+](=O)[O-])cc([N+](=O)[O-])c1	0.8%	0.1	2.9%	0.2%	-1.5%	-2.6	-5.7	-7.1%	-3.5%	-2.7%	5.4
O=C(O)c1cc(-n2nnnc2SCc2ccc([N+](=O)[O-])cc2)ccc1Cl	-1.2%	5.4	1.2%	-0.1%	2.9%	-11.2	12.4	5.1%	nt	-3.8%	-15.9
CC(C)CCNC(=O)CN(Cc1cccs1)C(=O)CCC(=O)Nc1nccs1	?	2.3	-0.9%	-0.5%	7.0%	-10.7	2.5	0.0%	1.4%	4.4%	-4.0
Cc1ccc(-n2nnnc2C(=Cc2ccc(N(C)C)cc2)c2nnnn2-c2ccc(C)cc2)cc1	?	4.0	17.5%	0.2%	-6.6%	-6.3	-11.8	0.2%	-4.0%	-7.9%	5.8
COc1ccc(NC(=O)C2CC2)cc1NS(=O)(=O)c1ccc(F)cc1	-19.1%	0.1	-0.3%	-0.5%	-9.8%	15.9	-1.3	1.4%	3.7%	-2.2%	-3.6
N/C(CN1CCCC1=O)=N\OC(=O)c1ccc(Cl)c(Cl)c1	?	-0.7	2.4%	-0.2%	3.3%	6.2	12.1	0.1%	4.6%	0.3%	-43.0
COc1ccccc1NS(=O)(=O)c1ccc(N/N=C/c2ccccc2OCC(=O)O)c([N+](=O)[O-])c1	7.0%	6.6	-2.0%	-0.2%	5.2%	-6.5	-23.0	-4.3%	4.3%	0.2%	-3.3
CCc1ccc(NC(=O)CCNC(=O)Cn2ccc3ccccc3c2=O)cc1	0.3%	0.0	-1.5%	0.7%	-2.2%	?	-24.7	-0.6%	-2.1%	-4.7%	7.0
Cc1ccc(OCCN2C(=O)C(=O)c3cccc(C)c32)cc1	-4.0%	-0.3	2.6%	0.1%	2.1%	-17.8	-14.2	9.2%	-1.8%	0.7%	-9.4

2 entries drawn at random from those above:
SMILES	BCR signal inh	FBPA coupling cs	USP2a inh	B2AR arrestin	Eya2 inh	Giardia kill	KCNH2 3.1 block	GALK inhibitor	PKM2 act	uPA surface inh	KCNH2 WT inh
CC(C)CCNC(=O)CN(Cc1cccs1)C(=O)CCC(=O)Nc1nccs1	?	2.3	-0.9%	-0.5%	7.0%	-10.7	2.5	0.0%	1.4%	4.4%	-4.0
CCc1ccc(NC(=O)CCNC(=O)Cn2ccc3ccccc3c2=O)cc1	0.3%	0.0	-1.5%	0.7%	-2.2%	?	-24.7	-0.6%	-2.1%	-4.7%	7.0
